PrPC surface inh = inhibitors of human cell surface prion protein PrPC. 370,000 tested, 0.43% active. TR-FRET read-out. inhibition, % at 13.8 µM. P04156; in the data active means inhibition above about 24%; further: 0% = median of the test wells and 100% = reference compound wells
PfHsp40 yeast = rescue of PfHsp40-mediated yeast toxicity; S. cerevisiae expressing PfHsp40, growth rescue, ATP luminescence; growth rescue, % at 12.5 µM; 340,000 tested, 0.68% active; AID 504582; in the data active means growth rescue above about 28%, passing the limit was not always enough; inconclusive means no clear call, values can overlap the other calls;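 further: yeast W303a lacking pdr1 and pdr3 grown in galactose medium; growth measured after three days at 30 °C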
Yp Topo-I inh = Y. pestis Topo-I inhibition via cleavage products; Y. pestis Topo-I cleavage product accumulation, plate reader; activity, % at 10 µM; 360,000 tested, 0.064% active; AID 504884; in the data active means activity above about 50%, passing the limit was not always enough; inconclusive means no clear call, values can overlap the other calls; further: inactives centre near 2
FadD28 binding = M. tuberculosis FadD28 bisubstrate binding inhibition; 360,000 tested, 0.22% active; inhibition, % at 12.5 µM; FadD28 bisubstrate probe binding, fluorescence polarization; AID 588549; in the data active means inhibition above about 8.5%, passing the limit was not always enough; inconclusive means no clear call, values can overlap the other calls
BoNT F protease = blocks Botulinum neurotoxin F light chain protease | Multiplex microsphere protease cleavage assay, flow cytometry | inhibition, % at 10 µM | 360,000 tested, 0.22% active | AID 588497; in the data active means inhibition above about 35%, passing the limit was not always enough; inconclusive means no clear call, values can overlap the other calls; further: plate controls were buffer without enzyme for full effect and enzyme alone for no effect
CCHFV vOTU inh = blocks the CCHF virus ovarian tumor domain protease; CCHFV vOTU protease, Pep-AMC fluorescence; inhibition, % at 11.5 µM; 370,000 tested, 0.55% active; in the data active means inhibition above about 30%; further: 0% = vehicle wells with enzyme and 100% = no enzyme wells
Anthrax LF inh2 = inhibitors of Bacillus anthracis lethal factor protease. P15917. 360,000 tested, 0.12% active. inhibition, % at 10 µM. multiplex microsphere protease cleavage assay, LF; further: plate controls were buffer without enzyme for full effect and enzyme alone for no effect
BoNT-A LC inh2 = inhibitors of Botulinum neurotoxin A light chain protease; 360,000 tested, 0.17% active; AID 588499; multiplex microsphere protease substrate cleavage, flow cytometry; inhibition, % at 10 µM; further: plate controls were buffer without enzyme for full effect and enzyme alone for no effect
TcdB inh = inhibitors of Clostridioides difficile toxin B glycohydrolase; P18177; TcdB glycohydrolase enzymatic assay, plate reader; inhibition, % at 9.99 µM; 350,000 tested, 0.24% active; AID 652162; in the data active means inhibition above about 10%
Active calls of the source: *; ? = inconclusive; / = no result given. Unless noted, no stated cut-off is given here; in the data, active means inhibition above about 30%; inconclusive means no clear call, values can overlap the other calls; inactive means below that.

SMILES	PrPC surface inh	PfHsp40 yeast	Yp Topo-I inh	FadD28 binding	BoNT F protease	CCHFV vOTU inh	Anthrax LF inh2	BoNT-A LC inh2	TcdB inh
COc1ccc(Br)cc1/C=N/NC(=O)C(c1ccncc1)N1CCOCC1 (stereo not given)	5	-1.6	3	-2.6	-4	-3	-5	-0.4	2.6
O=C(CCN1CCN(c2ccc([N+](=O)[O-])cc2)CC1)c1ccc(Cl)cc1	-17	-1.2	21	-3.0	-13	-7	-9	-0.9	0.3
Cc1nc(SCC(C)C)[nH]c(=O)c1Cc1ccccc1	-4	0.3	27	0.7	/	5	/	/	/
OC[C@H]1O[C@@H](c2nc(-c3ccc(CN4CCOCC4)cc3)no2)[C@H](O)[C@@H](O)[C@H]1O	10	/	-5	-2.9	0	-4	2	-0.3	-0.7
COCCNc1nc(-n2nc(C)cc2C)nc2sc3c(c12)CCCC3	1	111*	25	-2.2	-9	-17	-3	-0.3	/
C/C(=N/NC(=O)c1ccc(Br)o1)c1ccc(C)o1	3	-0.2	4	-0.6	-18	12	0	-1.7	-2.9
CCC(C)[C@H](NC(=O)Nc1cccc(OC)c1)C(=O)OC (stereo not given in full)	13	0.0	1	-0.1	-7	-19	-3	0.2	/
Nc1nc(-c2ccc([N+](=O)[O-])cc2)cc(=O)[nH]1	-56	-0.5	0	-3.4	7	10	-4	1.3	-2.4
O=c1[nH]c(CSc2nnnn2-c2ccc(Cl)cc2)nc2ccccc12	1	-0.8	2	-6.7	4	1	0	1.2	0.1
CN(C)CCNc1ncnc2oc(-c3ccccc3)c(-c3ccccc3)c12	-6	-0.1	6	-15	5	-5	-11	-0.3	2.1
CCCNc1nc(C)cc(-c2cc(C(=O)NCc3ccccc3)on2)n1	7	6.1	9	-1.1	1	9	-9	-0.4	0.4
Cc1ccc(SCc2[nH]nc3c2C(c2ccco2)C(C#N)=C(N)O3)cc1 (stereo not given)	-4	-1.3	1	-1.6	-9	4	1	0.4	/
CCOC(=O)C1CCN(C(c2cc3c(C)ccc(C)c3[nH]c2=O)c2nnnn2C2CCCCC2)CC1 (stereo not given)	-2	-0.3	4	0.2	109*	3	10	15	/
Cc1ccc(-c2nnc(Nc3ccc(CC(N)=O)cc3)c3ccccc23)cc1S(=O)(=O)NCCO	-20	0.2	5	-0.9	-6	16	-5	-2.0	0.4
O=C(Cc1cccs1)Nc1ccc(S(=O)(=O)N2CCCCC2)cc1	-2	4.1	-3	-5.0	?	11	6	0.5	/
CCC(C(=O)OCC(=O)N(CC)c1c(N)n(Cc2ccccc2)c(=O)[nH]c1=O)c1ccccc1 (stereo not given)	7	-0.2	0	-0.7	-8	-2	-4	-1.2	-0.2
CC(C)[C@H](NC(=O)C1CCN(S(=O)(=O)c2ccccc2)CC1)C(=O)NCc1ccccc1	-3	-0.1	-4	-1.1	3	-11	2	1.2	-0.1
C=CCSc1nc2c(c(=O)[nH]c(=O)n2C)n1Cc1ccc(C)cc1	-5	0.9	-1	-2.9	-7	-6	-3	-0.3	0.0
CC1CC(=S)Nc2ccccc2S1 (stereo not given)	-2	4.7	3	-2.7	-1	-20	-12	-0.8	/
O=C(NNC(=O)c1cccnc1)Nc1cccc(Cl)c1Cl	-1	-1.2	-6	-4.4	3	4	2	0.6	/
CCOC(=O)c1cccc(OC(=O)CCNC(=O)c2ccc(Cl)cc2)c1	5	1.4	11	-3.1	-6	10	0	0.4	-0.4
Cc1ccc(NC(=O)C2CCCN2c2nn3c(=O)cc(C)nc3s2)cc1 (stereo not given)	-2	-0.9	-4	0.7	-3	-5	0	0.3	0.3
C=CCn1c(C#N)c(N)sc1=N	-4	-0.6	-1	1.5	-9	0	-1	0.1	/
O=C(O)CCSc1nnc(COc2ccc(Cl)cc2)n1-c1ccccc1	1	0.6	5	-4.5	5	-9	1	-2.4	-0.4
O=c1c2ccccc2nc(-c2ccoc2)n1-c1ccccc1	/	-0.8	3	-4.8	-1	/	-1	?	0.6
O=C(Nc1ccc(N2CCN(c3ncccc3C(F)(F)F)CC2)nc1)c1cccs1	19	1.5	-6	-2.3	4	-4	-4	-0.3	2.0
Cc1ccc(N2C(=O)N(CC(=O)N3CCOCC3)C(=O)C2C)cc1 (stereo not given)	3	-0.5	-3	-2.4	-4	1	-7	0.1	0.8
CCN(CC)S(=O)(=O)c1cc(NC(=O)[C@@H](NC(N)=O)C(C)C)ccc1C	1	-1.6	-5	-1.5	6	-1	0	0.2	1.6
O=c1[nH]c(C2CCCN(S(=O)(=O)c3ccccc3)C2)nc2c1nnn2Cc1ccccc1Br (stereo not given)	-1	1.5	35	-5.1	-6	8	-3	1.0	2.9
CCOCCCn1c(SCC(=O)Nc2cccc(S(=O)(=O)NC3=NCCCCC3)c2)nc2ccccc2c1=O	-2	0.2	23	-2.9	-3	-3	-5	-1.6	1.4
O=Cc1ccc(-c2ccc(Cl)cc2Cl)[nH]1	9	-0.1	16	-0.3	-16	-4	0	-1.4	2.1
CCOc1ccc(S(=O)(=O)N2CCCC(C(=O)Nc3ccccc3)C2)cc1 (stereo not given)	3	0.3	18	0.4	-6	13	5	-3.3	-0.3
O=C(NC(Cc1ccccc1)C(=O)O)c1ccco1 (stereo not given)	-2	-0.5	-3	-0.2	-3	-5	-4	0.2	1.2
CCN(CC)CCNC(C(=O)Nc1cccc(C(C)=O)c1)c1ccccc1 (stereo not given)	6	1.9	-1	-1.3	-16	14	1	1.4	-3.3
CCN(CC)CCCNc1nc(-c2ccccc2)nc2ccccc12	-8	-0.1	-7	-4.2	-14	-13	4	0.1	/
Cc1cccc(SCc2noc(C(=O)NCC3CCCO3)c2C(=O)O)c1 (stereo not given)	-1	0.3	6	-1.6	-2	5	-5	-0.5	-0.4
COc1ccc(CN2CCN(Cc3csc(C(C)=O)c3)CC2CCO)c(C)c1C (stereo not given)	-3	2.2	15	-2.7	-17	15	-6	-0.4	0.7
O=C(NCc1cccs1)[C@@H]1CCCN1S(=O)(=O)c1ccccc1F	3	-1.8	6	-1.1	1	16	-1	0.4	0.2
O=C1CC(C(=O)N2CCN(c3ccccn3)CC2)CN1Cc1ccccc1Cl (stereo not given)	-5	3.2	5	-4.0	0	-4	-1	0.2	2.1
CCOC(=O)C1CCCN(C(=O)CCCn2nnnc2CN2CCC(C)CC2)C1 (stereo not given)	-5	-1.5	-2	-0.8	8	10	-4	0.7	0.2
Cc1c(C)n(CCCN(C)C)c2ncnc(Nc3ccccc3)c12	-1	-0.9	-14	0.4	0	-12	1	-1.2	-2.0
O=C(C[n+]1cccc(NC(=O)c2ccccc2)c1)c1cccc([N+](=O)[O-])c1	-1	0.3	-9	-1.7	-7	-5	-4	0.6	1.5
CCn1c(O)c(C=NCCc2c[nH]c3ccccc23)c(=O)[nH]c1=O	-2	-0.6	1	-0.2	0	-3	-1	0.1	/
CNC(=O)C1CC(=O)N(CCc2ccccc2)C(=Nc2ccc(OC)cc2)S1 (stereo not given)	-8	0.3	34	-1.3	-6	10	-8	-1.4	1.9
Fc1nc(N2CCCC2)c(F)c(Oc2ccccc2Oc2c(F)c(F)nc(N3CCCC3)c2F)c1F	3	-1.2	1	-0.9	-14	7	-6	-0.1	/
C/C(=N\NC(=S)NC(C)C)c1ccc(Cl)s1	-7	3.5	-4	-4.0	-8	20	-4	-0.9	-0.4
O=S(=O)(Cc1ccccc1)Nc1ccc(S(=O)(=O)N2CCCC2)cc1	2	1.3	6	-4.1	-3	-6	3	0.4	1.6
CCCNC(=O)COC(=O)/C=C/c1cccc(F)c1	7	0.0	18	-2.4	-4	14	-2	0.5	-0.4
Cc1ccc(C(=O)Nc2ccccc2C(=O)NC(Cc2c[nH]c3ccccc23)C(=O)O)cc1 (stereo not given)	-2	0.1	8	-3.4	-6	5	-9	-2.5	0.3
CCOC(=O)N=Nc1c2ccccc2c2nc3no[nH]c3nc12	-5	116*	20	-1.2	5	59*	-4	-0.2	-1.2
CCOC(=O)C1CCN(C2CCN(Cc3nc(-c4ccccc4)no3)CC2)CC1	-3	0.8	7	-0.8	0	6	-3	0.4	1.9
CCCc1cc(=O)oc2c(C)c(OS(C)(=O)=O)ccc12	5	1.6	12	-0.8	-2	-1	2	0.0	/
CCN(CC)C(=S)SC1CCCCN(C(=O)c2ccccc2)C1=O (stereo not given)	-5	-0.3	-3	-2.6	3	-2	4	-1.7	-0.4
COc1ccccc1N1CCN(C2CCCN(C(=O)c3ccoc3)C2)CC1 (stereo not given)	-4	-0.9	-2	0.7	-8	10	1	-1.2	1.4
CCOC(=O)N1CCc2cc(OC)c(OC)c3c2c1cc1cc(OC)c(OC)cc13	-13	-2.1	10	-2.1	0	18	-4	0.4	-1.8
COc1ccc(S(=O)(=O)NCc2ccco2)cc1C(=O)N1CCOCC1	3	0.2	5	-4.5	-10	4	4	1.5	1.0
Cc1ccc([N+](=O)[O-])cc1N/C=C/C(=O)c1ccco1	-13	-0.4	2	-1.8	1	-15	2	5.2	0.4
Cc1ccccc1N1C(=O)N(c2cccc(C(F)(F)F)c2)C2CS(=O)(=O)CC21 (stereo not given)	-1	0.8	-6	-4.6	/	9	/	/	/
COc1cc(OC)cc(C(=O)NNC(=O)c2cc(=O)[nH]c3ccccc23)c1	0	0.6	7	-2.0	-12	-5	-1	2.0	1.7
Cc1ccc([N+](=O)[O-])cc1S(=O)(=O)NCCc1cn2ccccc2n1	-19	0.2	1	-3.4	3	-11	-2	0.3	0.6
O=S(=O)(c1ccc(Cl)cc1)N1CCC(n2cnc3cc(C(F)(F)F)ccc32)CC1	-6	7.0	1	-8.1	-2	-8	0	-1.1	/
COC(=O)[C@H](C)NC(=O)NCc1ccco1	/	-0.5	3	-3.3	1	/	1	1.0	1.0

Copied from the listing, 10 compounds:
SMILES	PrPC surface inh	PfHsp40 yeast	Yp Topo-I inh	FadD28 binding	BoNT F protease	CCHFV vOTU inh	Anthrax LF inh2	BoNT-A LC inh2	TcdB inh
CCN(CC)C(=S)SC1CCCCN(C(=O)c2ccccc2)C1=O (stereo not given)	-5	-0.3	-3	-2.6	3	-2	4	-1.7	-0.4
COc1ccccc1N1CCN(C2CCCN(C(=O)c3ccoc3)C2)CC1 (stereo not given)	-4	-0.9	-2	0.7	-8	10	1	-1.2	1.4
CCOC(=O)N1CCc2cc(OC)c(OC)c3c2c1cc1cc(OC)c(OC)cc13	-13	-2.1	10	-2.1	0	18	-4	0.4	-1.8
COc1ccc(S(=O)(=O)NCc2ccco2)cc1C(=O)N1CCOCC1	3	0.2	5	-4.5	-10	4	4	1.5	1.0
Cc1ccc([N+](=O)[O-])cc1N/C=C/C(=O)c1ccco1	-13	-0.4	2	-1.8	1	-15	2	5.2	0.4
Cc1ccccc1N1C(=O)N(c2cccc(C(F)(F)F)c2)C2CS(=O)(=O)CC21 (stereo not given)	-1	0.8	-6	-4.6	/	9	/	/	/
COc1cc(OC)cc(C(=O)NNC(=O)c2cc(=O)[nH]c3ccccc23)c1	0	0.6	7	-2.0	-12	-5	-1	2.0	1.7
Cc1ccc([N+](=O)[O-])cc1S(=O)(=O)NCCc1cn2ccccc2n1	-19	0.2	1	-3.4	3	-11	-2	0.3	0.6
O=S(=O)(c1ccc(Cl)cc1)N1CCC(n2cnc3cc(C(F)(F)F)ccc32)CC1	-6	7.0	1	-8.1	-2	-8	0	-1.1	/
COC(=O)[C@H](C)NC(=O)NCc1ccco1	/	-0.5	3	-3.3	1	/	1	1.0	1.0
